# Compound activity as filed in PubChem.
# ALOX12 inhib = qHTS Assay for Inhibitors of 12-hLO (12-human lipoxygenase) | Polyunsaturated fatty acid lipoxygenase ALOX12 (Homo sapiens), P18054 | purified 12-hLO, xylenol orange hydroperoxide absorbance | Potency, µM (titrated, usually from 57.1 µM), inactives show at the highest dose activity change, negative = inhibition, usual class: inhibitors | 150,000 tested, 0.12% active | AID 1452, 2008; note: potency is the fitted concentration of half-maximal effect; nearly all actives have a fitted effect of over 55% in size; many of its hits are not listed in these tables
# Target sequence (P18054 whole entry, looked up): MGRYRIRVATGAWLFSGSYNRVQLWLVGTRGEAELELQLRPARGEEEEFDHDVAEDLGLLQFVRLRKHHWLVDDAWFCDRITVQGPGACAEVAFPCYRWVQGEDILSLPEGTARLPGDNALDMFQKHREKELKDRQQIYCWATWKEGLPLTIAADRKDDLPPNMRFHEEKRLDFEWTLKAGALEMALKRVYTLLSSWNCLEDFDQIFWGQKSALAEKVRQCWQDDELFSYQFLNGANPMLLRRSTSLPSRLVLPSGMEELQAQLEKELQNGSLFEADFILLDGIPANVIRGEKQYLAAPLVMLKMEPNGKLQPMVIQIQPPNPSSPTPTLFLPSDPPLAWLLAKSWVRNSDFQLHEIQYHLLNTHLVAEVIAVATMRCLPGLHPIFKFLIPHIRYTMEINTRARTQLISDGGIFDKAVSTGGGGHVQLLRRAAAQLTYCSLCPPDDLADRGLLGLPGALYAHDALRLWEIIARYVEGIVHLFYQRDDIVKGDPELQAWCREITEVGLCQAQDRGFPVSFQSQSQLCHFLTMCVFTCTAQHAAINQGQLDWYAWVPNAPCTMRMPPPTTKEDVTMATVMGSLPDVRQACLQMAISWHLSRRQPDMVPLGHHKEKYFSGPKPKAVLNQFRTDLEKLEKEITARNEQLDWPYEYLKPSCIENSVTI
#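 Xylenol orange chromogenic assay: hydroperoxide from 12hLO oxidises Fe(II), giving red-shifted Fe(III)-XO absorbance. Conditions: 150 nM enzyme, 40 uM arachidonic acid, 25 mM Hepes pH 7.0, 0.01% Triton X-100, 30 min, room temperature.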
# PNC assembly inh = High Content Assay for Compounds that inhibit the Assembly of the Perinucleolar Compartment; 140,000 tested, 3.1% active; AID 2417, 2010; activity change (PNC), negative = inhibition, % at 10 µM; PC3M PTB-GFP, PNC prevalence imaging, 16 h; stronger effect = lower value;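 active = readout at or below -70, meaning at least 70% loss of cells showing the perinucleolar compartment, a nuclear body marking cancer cells; inconclusive = readout between -30 and a set limit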;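 note: plate controls were DMSO wells for no effect and camptothecin positive control wells for full effect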
#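 Read-out is percentage of cells bearing a perinucleolar compartment, from automated 20x imaging of fixed, Hoechst-stained PC3M PTB-GFP cells. Cells were seeded 4 h, then exposed 16 h to compound (23 nl of library stock) in duplicate plates.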
# ALOX15B inhib = qHTS Assay for Inhibitors of 15-hLO-2 (15-human lipoxygenase 2). Polyunsaturated fatty acid lipoxygenase ALOX15B (Homo sapiens), O15296. purified 15hLO-2, xylenol orange hydroperoxide absorbance. Potency, µM (top dose mostly 57.1 µM), inactives show top-dose activity change, negative = inhibition, most hits filed as inhibitors. 110,000 tested, 0.56% active. AID 881, 2007; note: potency is the fitted concentration of half-maximal effect; nearly all actives have a fitted effect of over 60% in size; many of its hits are not listed in these tables
#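 Enzyme 50 nM, AA 45 uM, 25 mM Hepes pH 7.5 + 0.01% Triton X-100; cpd preinc 15 min RT, rxn 90 min RT; stop/detect with 200 uM XO + 300 uM Fe(II) in 50 mM H2SO4, 30 min; A573/A405.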
# IMPase cell inh = qHTS Assay for Identifying the Cell-Membrane Permeable IMPase Inhibitors | CHO-M1 cells, IP1 accumulation, HTRF TR-FRET ratio | inhibition (IP1 accumulation), % at 46.1 µM | AID 901, 2007 | Inositol monophosphatase 1 (Rattus norvegicus), P97697 | 120,000 tested, under 10 active; active = well fitted curve in the direction sought with a large enough effect in the signal ratio, not every such curve was filed as active; inconclusive = small, poorly fitted or top-dose-only effect, or a change in a side signal; inactive = no such curve, though single readings can be large or run the other way; the % refers to the signal ratio;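 note: cells stimulated with carbachol in lithium chloride buffer; plate controls were DMSO basal wells for no effect and reference inhibitor wells for full effect; higher means more IMPase inhibition seen as more IP1 and lower FRET ratio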
# Target sequence (P97697 whole entry, looked up): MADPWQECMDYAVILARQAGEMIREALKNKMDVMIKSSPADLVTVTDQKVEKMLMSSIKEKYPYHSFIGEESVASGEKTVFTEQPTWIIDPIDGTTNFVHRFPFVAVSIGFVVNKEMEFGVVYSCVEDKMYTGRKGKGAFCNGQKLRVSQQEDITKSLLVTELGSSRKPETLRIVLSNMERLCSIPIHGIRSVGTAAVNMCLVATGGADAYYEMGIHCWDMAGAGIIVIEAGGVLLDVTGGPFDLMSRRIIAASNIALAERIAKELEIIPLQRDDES
#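 Carbachol-driven Gq signalling in CHO-M1 cells (2000/well) generates IP1. Compounds that block IMPase raise IP1 and so reduce the FRET signal from Eu-anti-IP1 and d2-IP1 after a 10 min room-temperature lysis.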
# * marks the source's active call; other numbers are inactive results; ? = inconclusive; . = no result given; [ ] = remark or other dose. Unless noted, calls come from the whole dose curve; as a rule, active = well fitted curve in the direction sought with a large enough effect; inconclusive = small, poorly fitted or top-dose-only effect, or another doubt; inactive = no such curve, though single readings can be large; an effect the other way counts as inactive or inconclusive. Unless noted, % is set by controls: 0 for no effect and ±100 for the full control effect.
# Second line of a record – PNC assembly inh | ALOX12 inhib | IMPase cell inh | ALOX15B inhib
1	Cc1ccc(NC(=O)Nc2nc(-c3ccc(C)s3)cs2)cc1
  64 | 3% | 5 | -17%
2	CCOC(=O)c1sc(NC(=O)CSc2nc(C)cc(-c3ccccc3)n2)c(C#N)c1C
  -12 | -3% | -1 | ?
3	Cc1cc(C(=O)NCc2ccccc2)c(=O)[nH]c1C
  -27 | 2% | 6 | 6%
4	CC1CCN(c2c(NCC3CCC(C(=O)N4CCc5ccccc5C4)CC3)c(=O)c2=O)CC1 (stereo not given)
  25 | -1% | 2 | -3%
5	COC(=O)C1=C(C)N(CCC2=CCCCC2)C(=O)C1
  -7 | -5% | 11 | 5%
6	CCOc1ccc(S(=O)(=O)NCCSCc2ccco2)cc1
  ? | -5% | 2 | -12%
7	CCc1n[nH]c(=S)n1/N=C/c1cc(Br)c(OC)cc1OC
  154 | 0% | . | .
8	O=C(Cn1c(SCC(=O)NC2CCCC2)nnc1-c1ccncc1)Nc1ccc2c(c1)OCO2
  ? | -4% | -3 | -1%
9	CCC(CC)C(=O)NCCc1cc2cc(C)c(C)cc2[nH]c1=O
  ? | -1% | 9 | 2%
10	CCCC(c1cc(C(C)(C)C)c(O)cc1C)c1cc(C(C)(C)C)c(O)cc1C
  . | -4%[11.4 µM] | . | -12%[11.4 µM]
11	CCOC(=O)c1sc(=S)n(-c2cc(F)ccc2F)c1N
  -6 | -2% | -4 | -7%
12	O=C(Nc1cccc(C(F)(F)F)c1)c1ccc2nc(-c3ccco3)c(-c3ccco3)nc2c1
  19 | -16% | 11 | ?
13	COCCNC(=S)N/N=C(\C)c1cc2ccccc2o1
  ? | -14% | . | .
14	C[C@H](NS(=O)(=O)c1ccccc1)C(=O)OCC(=O)NC(=O)Nc1ccc2c(c1)OCCO2
  32 | 3% | . | .
15	CCOC(=O)c1[nH]c(C)c(C(=O)C(C)C)c1C
  ? | -1% | -1 | 8%
16	Cc1ccc2oc(=O)c3cc(C(=O)NCCCN4CCc5ccccc5C4)sc3c2c1
  38 | 0% | . | .
17	CC1CC(C)CN(C(=O)COC(=O)CNS(=O)(=O)/C=C/c2ccccc2)C1 (stereo not given)
  -26 | 0% | -3 | -8%
18	c1ccc(Cn2nnnc2C(c2ccccn2)N2CCOCC2)cc1 (stereo not given)
  27 | -2% | 4 | -2%
19	N#Cc1ccc(/C=N/NC(=O)CCc2ccc(S(=O)(=O)N3CCOCC3)cc2)cc1
  24 | -2% | . | .
20	ClCc1csc(-c2ccc(Cl)cc2)n1
  -113* | 0% | . | .
21	CCCc1cc2c(=O)c(-c3ccc4c(c3)OCCO4)c(C)oc2cc1OS(C)(=O)=O
  ? | -4% | 7 | -6%
22	CSc1ccccc1NC(=O)CN(Cc1ccc(Cl)cc1)S(C)(=O)=O
  14 | -5% | 9 | -4%
23	COCCn1c(=NC(=O)c2ccccc2[N+](=O)[O-])sc2cc(S(C)(=O)=O)ccc21
  -7 | 2% | -1 | .
24	COC(=O)Nc1nc(C)c(C(=O)N(C)C)s1
  -29 | 1% | -2 | 2%
25	Cc1cc(Br)ccc1NC(=O)CNC(=O)CN(C)Cc1nc2ccccc2c(=O)[nH]1
  -10 | 0% | 4 | 30%[activator]
26	CC(C)NCC(O)COc1cccc2[nH]ccc12 (stereo not given)
  . | 3% | 4 | 11%
27	Cc1ccc(C#N)c(SCc2nnc(-c3ccc(Cl)cc3)o2)n1
  -1 | -6% | . | .
28	CCN(CC)S(=O)(=O)c1ccc(S(=O)(=O)N(Cc2ccccn2)Cc2ccco2)cc1
  ? | -6% | 9 | 1%
29	CCOC(=O)c1cccc(-n2c(C)nc3ccccc3c2=O)c1
  19 | -7% | 3 | 7%
30	Cc1cccc(C)c1NC(=O)[C@H](C)N
  . | 3%[25.6 µM] | -3[20.6 µM] | -5%[25.6 µM]
31	Cc1ccc2nc(NCc3ccco3)c(C=NCc3ccco3)c(=O)n2c1
  56 | -9% | 1 | -8%
32	CCn1c(O)c(N=NC(=O)Cn2ccc(C(F)(F)F)n2)c2ccccc21
  -11 | -4% | . | .
33	Cc1cc(C)cc(OCC(=O)NCc2nc(-c3ccccc3)no2)c1
  ? | -7% | 4 | 9%
34	Cc1nc(N2CCOCC2)nc2c1CCCC2
  -25 | 2% | -8 | 2%
35	Cc1ccc(CSc2nc3ccncc3[nH]2)cc1
  11 | 0% | -4 | 28%
36	CC#CCCCC(=O)Nc1ccccc1C(=O)O
  ? | -2% | -3 | 5%
37	O=C(CSc1nnc(-c2cccs2)n1Cc1ccco1)c1ccc2c(c1)OCO2
  ? | -24% | 5 | -10%
38	Clc1ccc(Oc2nnnn2-c2ccccc2)cc1
  ? | -3% | 16 | 1%
39	CN(C)S(=O)(=O)c1cccc2c1C(=O)c1ccccc1C2=O
  55 | 4% | . | .
40	CCCC(=O)N1c2ccc(-c3csc(N)n3)cc2CC1C (stereo not given)
  7 | -2% | 14 | -10%
41	Cc1n[nH]c(=O)nc1NC(C)c1ccccc1 (stereo not given)
  11 | 0% | -2 | 5%
42	Cc1ccccc1NS(=O)(=O)c1ccc(NC(=O)c2nc3ncccn3n2)cc1
  ? | 8% | 8 | -4%
43	CCN(CC)C(=O)C1CCN(CC2CC=CCC2)CC1 (stereo not given)
  ? | -5% | -2 | -4%
44	CC1CCCCN1Cc1c(C#N)c2ccccc2n1C (stereo not given)
  ? | -4% | 1 | 8%
45	CCOc1ccc(OCC)c(NC(=O)CN2CCN(c3cc(C)ccc3C)CC2)c1
  -9 | -18% | 6 | 30%[activator]
46	O=C(c1csc2c1CCCC2)N1CCN(c2ncccn2)CC1
  3 | 0% | 1 | -7%
47	O=C(NC(=S)Nc1c(Cl)ccc2nsnc12)c1ccco1
  25 | 5% | . | .
48	COc1nc(OC)nc(N2CCC(C(=O)Nc3cccc4c3CCCC4)CC2)n1
  77 | 5% | 0 | -9%
49	CC(C)Cn1c(-c2csc3c2CCCC3)n[nH]c1=S
  8 | ? | 7 | ?
50	C/C(=C\C1CCCCC1)C(NC(=O)c1cccnc1)c1ccc(-c2ccccc2)cc1 (stereo not given)
  . | -3% | . | 7%
51	COc1cccc(C2C(C(=O)c3ccco3)=C(O)C(=O)N2CCN(C)C)c1OC (stereo not given)
  4 | 2% | . | .
52	CC(C)NC(=O)CCS(=O)(=O)c1ccc(Br)s1
  23 | -4% | -1 | -5%
53	CCN(CC)CCN1C(=O)c2ccccc2NC1c1ccccc1F (stereo not given)
  19 | 31%[activator] | 6 | .
54	CCCNC(=O)C(=O)c1cccn1-c1ccsc1C(=O)OC
  20 | -6% | 10 | -10%
55	O=C(CSc1ccsc1[N+](=O)[O-])NCCc1ccccc1
  -2 | -8% | 8 | -2%
56	O=C(CSc1nnc(-c2ccc(Cl)s2)o1)N1CCOCC1
  ? | 5% | -3 | 5%
57	COC(=O)c1cc(Br)c(=O)n(-c2ccc(OC)cc2)c1
  -3 | -1% | -23 | -4%
58	O=C(NCc1ccc(Cl)cc1Cl)C1CCN(S(=O)(=O)c2ccc3c(c2)OCCCO3)CC1
  -17 | -11% | 14 | .
59	CCOC(=O)CN1C(=O)SC(CC(=O)Nc2nccs2)C1=O (stereo not given)
  15 | 4% | -7 | 5%
60	Cc1nn(-c2cc(Cl)ccc2N)c(=O)c2ccccc12
  16 | 0% | -12[1.84 µM] | 1%[11.4 µM]

# An excerpt of these results, as tab-separated lines:
no.	structure	PNC assembly inh	ALOX12 inhib	IMPase cell inh	ALOX15B inhib
44	CC1CCCCN1Cc1c(C#N)c2ccccc2n1C (stereo not given)	?	-4%	1	8%
45	CCOc1ccc(OCC)c(NC(=O)CN2CCN(c3cc(C)ccc3C)CC2)c1	-9	-18%	6	30%[activator]
46	O=C(c1csc2c1CCCC2)N1CCN(c2ncccn2)CC1	3	0%	1	-7%
47	O=C(NC(=S)Nc1c(Cl)ccc2nsnc12)c1ccco1	25	5%	.	.
48	COc1nc(OC)nc(N2CCC(C(=O)Nc3cccc4c3CCCC4)CC2)n1	77	5%	0	-9%
49	CC(C)Cn1c(-c2csc3c2CCCC3)n[nH]c1=S	8	?	7	?
50	C/C(=C\C1CCCCC1)C(NC(=O)c1cccnc1)c1ccc(-c2ccccc2)cc1 (stereo not given)	.	-3%	.	7%
51	COc1cccc(C2C(C(=O)c3ccco3)=C(O)C(=O)N2CCN(C)C)c1OC (stereo not given)	4	2%	.	.
52	CC(C)NC(=O)CCS(=O)(=O)c1ccc(Br)s1	23	-4%	-1	-5%
53	CCN(CC)CCN1C(=O)c2ccccc2NC1c1ccccc1F (stereo not given)	19	31%[activator]	6	.
54	CCCNC(=O)C(=O)c1cccn1-c1ccsc1C(=O)OC	20	-6%	10	-10%
55	O=C(CSc1ccsc1[N+](=O)[O-])NCCc1ccccc1	-2	-8%	8	-2%
56	O=C(CSc1nnc(-c2ccc(Cl)s2)o1)N1CCOCC1	?	5%	-3	5%
57	COC(=O)c1cc(Br)c(=O)n(-c2ccc(OC)cc2)c1	-3	-1%	-23	-4%
58	O=C(NCc1ccc(Cl)cc1Cl)C1CCN(S(=O)(=O)c2ccc3c(c2)OCCCO3)CC1	-17	-11%	14	.
59	CCOC(=O)CN1C(=O)SC(CC(=O)Nc2nccs2)C1=O (stereo not given)	15	4%	-7	5%
60	Cc1nn(-c2cc(Cl)ccc2N)c(=O)c2ccccc12	16	0%	-12[1.84 µM]	1%[11.4 µM]

# (listing goes on)
# Second line of a record – PNC assembly inh | ALOX12 inhib | IMPase cell inh | ALOX15B inhib
61	CCn1c(SCCN2CCCCC2)nnc1-c1ccc(S(=O)(=O)N2CCOCC2)cc1
  6 | -5% | -4 | -14%
62	COc1ccc(CCN2CN(S(=O)(=O)c3ccccc3)c3nc4ccccc4nc32)cc1
  ? | -1% | -10 | .
63	Cc1cc(C)c2nc(NNC(=O)c3ccc(S(=O)(=O)N4CC(C)CC(C)C4)cc3)sc2c1 (stereo not given)
  31 | -26% | . | .
64	COc1ccc([N+](=O)[O-])cc1NC(=O)Cn1ccsc1=N
  ? | -2% | -2 | .
65	C=CCn1c(COc2ccccc2)nnc1SCC(=O)N/N=C/c1ccc(C)cc1
  6 | 1% | -6 | -3%
66	CN(C)c1nc(Oc2ccc(C(=O)OCC(=O)Nc3ccccc3)cc2)nc(N(C)C)n1
  21 | 0% | 19 | 6%
67	CC(/C=N/N1CCN(c2ccc(C)cc2)CC1)=C\c1ccccc1
  ? | 1% | -9 | .
68	COc1ccc(-c2cc(=O)n(CCC#N)[nH]2)cc1
  12 | -1% | . | .
69	CCCS(=O)(=O)c1nc(S(=O)(=O)c2ccc(C)cc2)c(N2CCCC2)s1
  ? | 1% | 11 | -6%
70	Cc1cc(Cl)c(S(=O)(=O)Nc2ccon2)cc1OCC(=O)NC1CCCCC1
  ? | 3% | -3[1.84 µM] | -6%[11.4 µM]
71	N#Cc1ccccc1NC(=O)CNc1ccccc1N1CCCCC1
  11 | -4% | 7 | 1%
72	CCOC(=O)c1c(C)n(OCc2ccccc2)c2ccc3nonc3c12
  26 | 6% | 5 | 1%
73	COc1ccc(OC)c(NC(=S)NCCN2CCOCC2)c1
  10 | -1% | . | .
74	COc1ccc(N2CCN(CCCNC(=O)C3CCCN(S(=O)(=O)c4cnc[nH]4)C3)CC2)cc1 (stereo not given)
  ? | -3% | 4 | 11%
75	Cc1cc(=O)oc2cc(OCC(=O)N3CCCc4ccccc43)ccc12
  -19 | -1% | 0 | -4%
76	CN(C)CCN1C(=O)c2oc3ccccc3c(=O)c2C1c1cccc(Br)c1 (stereo not given)
  -4 | -10% | -4 | 20%
77	CSC(=NS(=O)(=O)c1ccccc1)SC
  -10 | -3% | 0 | -2%

# Some of the compounds tested; count on the stated rates, not on these rows.
